POLI inh = inhibitors of human DNA polymerase iota; Q9UNA4; Pol iota fluorescent replication assay, 10 min; Potency, µM (top dose mostly 115 µM), for the others: at the highest dose activity, negative = inhibition, hits mostly inhibitors; 390,000 compounds, 1% hits; AID 588590
Target sequence (Q9UNA4 whole entry, looked up): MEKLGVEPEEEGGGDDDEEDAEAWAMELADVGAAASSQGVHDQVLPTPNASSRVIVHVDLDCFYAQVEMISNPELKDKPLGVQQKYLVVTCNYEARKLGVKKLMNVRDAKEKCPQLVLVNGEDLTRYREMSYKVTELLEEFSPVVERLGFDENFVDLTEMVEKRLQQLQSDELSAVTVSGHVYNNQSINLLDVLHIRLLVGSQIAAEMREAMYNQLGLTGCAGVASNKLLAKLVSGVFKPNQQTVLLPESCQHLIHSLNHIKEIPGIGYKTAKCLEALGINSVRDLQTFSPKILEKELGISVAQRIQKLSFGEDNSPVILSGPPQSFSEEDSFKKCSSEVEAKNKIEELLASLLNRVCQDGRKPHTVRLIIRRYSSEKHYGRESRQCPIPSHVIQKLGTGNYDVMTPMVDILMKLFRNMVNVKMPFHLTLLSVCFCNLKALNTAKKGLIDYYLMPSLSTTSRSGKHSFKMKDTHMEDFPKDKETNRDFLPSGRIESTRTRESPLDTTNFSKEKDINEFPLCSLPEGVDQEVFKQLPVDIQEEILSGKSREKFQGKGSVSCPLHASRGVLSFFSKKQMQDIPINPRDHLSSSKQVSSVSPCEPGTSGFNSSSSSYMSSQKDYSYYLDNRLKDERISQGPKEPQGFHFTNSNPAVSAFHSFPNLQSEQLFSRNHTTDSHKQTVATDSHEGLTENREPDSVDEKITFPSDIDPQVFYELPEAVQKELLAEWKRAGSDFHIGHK
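Pol iota at 10 nM preincubated 15 min with compounds at room temperature; reaction started with fluorescent substrate, 50 nM final. Fluorescence read kinetically at 0 and 10 min; buffer-only wells as negative control.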
G9a block = blocks human histone lysine methyltransferase G9a; 350,000 compounds, 8.8% hits; Potency, µM (doses to about 102 µM), without a hit: at the highest dose activity, negative = inhibition, actives largely listed as inhibitors; Q96KQ7; AID 504332; G9a H3K9 monomethylation, AlphaScreen, 2 h; also: % is scaled to controls: 0 for no effect and ±100 for the full control effect; nearly all actives have a fitted effect of over 75% in size
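Signal arises when biotinylated H3K9 peptide, once monomethylated, bridges streptavidin donor and antibody-captured acceptor beads. Enzyme at 20 nM was preincubated 15 min with test compounds; peptide 500 nM and SAM 20 uM then reacted for 2 h.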
Apoferritin bind = candidate novel general anesthetic via apoferritin binding | P02791 | apoferritin/1-aminoanthracene competitive binding, fluorescence | Potency, µM (doses to about 77.5 µM), inactives show top-dose activity change, negative = displacement, most hits filed as inhibitors | 350,000 compounds, 0.074% hits; also: % is scaled to controls: 0 for no effect and ±100 for the full control effect; nearly all actives have a fitted effect of over 20% in size
Target sequence (P02791 2-175 limits assumed): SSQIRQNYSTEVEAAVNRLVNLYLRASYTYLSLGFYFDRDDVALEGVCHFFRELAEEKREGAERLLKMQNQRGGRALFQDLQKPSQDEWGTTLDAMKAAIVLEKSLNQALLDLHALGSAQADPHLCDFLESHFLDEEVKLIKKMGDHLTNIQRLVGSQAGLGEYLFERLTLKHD
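10 uM apoferritin + 50% sat. 1-AMA, PBS; cpd 10 min RT; Ex380/Em535 endpoint; normalized to free probe vs complex; 4-param Hill fit; propofol titration as pos. ctrl.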
APE1 inh = inhibitors of human APE1 endonuclease. P27695. recombinant APE1, TAMRA/BHQ-2 abasic DNA cleavage fluorescence. Potency, µM (doses to about 65.8 µM), for inactives: top-dose activity change, negative = inhibition, usual class: inhibitors. 350,000 compounds, 0.35% hits. AID 2517;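 also: plate controls were vehicle for no effect and reference inhibitor for full effect; nearly all actives have a fitted effect of over 55% in size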
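Activity was derived from the fluorescence gain between first and third kinetic reads (60 s intervals, ex 525/em 598 nm) after 50 nM THF-abasic TAMRA/BHQ-2 duplex was added to 0.75 nM APE1 preincubated 15 min with compound.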
BLM inh = blocks DNA unwinding by human BLM helicase. Potency, µM (highest dose often 56.1 µM), without a hit: at the highest dose activity change, negative = inhibition, actives largely listed as inhibitors. recombinant BLM DNA unwinding, fluorescence dequenching. 350,000 compounds, 0.2% hits. AID 2528;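 also: plate controls were vehicle for no effect and no enzyme for full effect; nearly all actives have a fitted effect of over 35% in size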
BAZ2B inh = BAZ2B (human) inhibition; 360,000 compounds, 4.4% hits; AID 504333; Potency, µM (titrated, usually from 114 µM), for the others: at the top dose activity change, negative = inhibition, actives largely listed as inhibitors; Q9UIF8; AlphaScreen BAZ2B-H3K14Ac peptide displacement; also: % is scaled to controls: 0 for no effect and ±100 for the full control effect; nearly all actives have a fitted effect of over 60% in size
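Compounds, titrated to a top concentration of 110 uM, were incubated 30 min at room temperature with preformed BAZ2B/acetyl-K14 H3 peptide complex (50 nM each). Proximity signal was measured by AlphaScreen after 20 min with beads.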
POLB inh = blocks human DNA polymerase beta activity. Potency, µM (top dose mostly 114 µM), for the others: at the top dose activity change, negative = inhibition, hits mostly inhibitors. Pol beta primer extension/strand displacement, fluorescence kinetic. P06746. 340,000 compounds, 1.3% hits. AID 485314; also: % is scaled to controls: 0 for no effect and ±100 for the full control effect
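Human Pol beta at 10 nM; strand-displacement substrate 50 nM final. Compound exposure 15 min at room temperature before start, reaction 10 min at room temperature.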
Pol eta inh = inhibitors of human DNA polymerase eta; 390,000 compounds, 1.2% hits; Potency, µM (titrated, usually from 114 µM), inactives show top-dose activity change, negative = inhibition, most hits filed as inhibitors; recombinant Pol eta, fluorescent DNA replication assay; AID 588591; Q9Y253; also: % is scaled to controls: 0 for no effect and ±100 for the full control effect
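Pol eta (10 nM) was preincubated with compounds for 15 min at room temperature, after which fluorescent replication substrate (50 nM final) was added to start the reaction. Fluorescence was read kinetically at 0 and 10 min.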
POLK inh = blocks human DNA polymerase kappa activity; Potency, µM (top dose mostly 107 µM), for inactives: top-dose activity, negative = inhibition, actives largely listed as inhibitors; AID 588579; purified Pol kappa, fluorescent DNA synthesis assay, 10 min; 400,000 compounds, 0.53% hits; Q9UBT6; also: % is scaled to controls: 0 for no effect and ±100 for the full control effect
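Enzyme at 10 nM met test compounds for 15 min at room temperature. Substrate addition (50 nM final) began the reaction, which was monitored by fluorescence at 0 and 10 min.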
* marks the source's active call; other numbers are inactive results; ? = inconclusive; nt = no result given; & = joins results of further samples; [ ] = another dose, or the depositor's remark. Calls follow the shape of the dose curve; as a rule, active = well fitted curve in the direction sought with a large enough effect; inconclusive = small, poorly fitted or top-dose-only effect, or another doubt; inactive = no such curve, though single readings can be large; an effect the other way counts as inactive or inconclusive. Potency is read from the fitted curve at half-maximal effect. The list is partial. The share of hits here may be higher or lower than overall.

SMILES	POLI inh	G9a block	Apoferritin bind	APE1 inh	BLM inh	BAZ2B inh	POLB inh	Pol eta inh	POLK inh
Cc1ccc(C)c2[nH]c(=O)c(C(c3nnnn3Cc3ccco3)N3CCc4ccccc4C3)cc12 (stereo not drawn)	0%	32µM*	-23%	?	-21%	-32%	?	-9%	-13%
CCCCCCCCCCCCN1C/C(=C\C(=O)OCC)c2cc(C(F)(F)F)ccc2S1(=O)=O	14%&30%	?	?	37%	-14%	13%	5%	-13%	-10%&-5%
CN1C(=CC=C2C=C(I)C(=O)C(I)=C2)C(C)(C)c2ccccc21	3.5µM*	nt	6%	-1%	28µM*	?	?	?	?
COC(=O)Cc1nnc(Nc2cccc(C)c2)c2ccccc12	0%	nt	-12%	-5%	0%	-9%	1%	-8%	-21%
Cc1cccc(N(Cc2cc(=O)[nH]c3ccccc23)C(=O)CCl)c1	?	5.6µM*	-2%	4%	-7%	-17%	?	45µM*	-6%
Cc1ccc(C(=O)C2=C(O)C(=O)N(c3ncccn3)C2c2ccccc2F)o1 (stereo not drawn)	22%	?	0%	80%[activator]	-8%	-19%	2%	-7%	6%
O=C(COC(=O)c1ccc(Br)o1)NCCCc1ccccc1	26%	23%[2.33 µM]	-13%	-4%	-1%	9%	1%	-15%	1%
CCn1c(=O)cc(SCC(=O)N2CCN(C)CC2)c2ccccc21	8%	21%[12.7 µM]	-7%	2%	1%	11%	-1%	12%	-7%
COc1ccc(-c2nc(CNS(=O)(=O)c3cccc(F)c3)cs2)cc1	16%	4%[59 µM]	5%	nt	-2%	13%	0%	nt	-15%
COc1ccc(Cl)cc1NC(=O)CN1c2ccccc2S(=O)(=O)c2ccccc21	1%	-14%[59 µM]	-5%	nt	-7%	-18%	-2%	3%	22%
Cc1ccc(C(=O)Nc2cccc(C(=O)OCc3cc(=O)n4nc(C5CC5)sc4n3)c2)cc1	7%	3%[59 µM]	6%	nt	-3%	-4%	2%	-25%	-9%[60.1 µM]
O=c1c(Cc2ccccc2)c(O)ccn1C1CCCCCCC1	10%	-30%	-10%	?	-5%	-26%	49%	-13%	5%
O=C(C1CCN(S(=O)(=O)c2cccc3cccnc23)CC1)N1CCN(C2CCCC2)CC1	nt	?	2%	-1%	2%	-20%	10%	nt	nt
O=C(NC1CCCCC1)N1CCCC(CNS(=O)(=O)Cc2ccccc2)C1 (stereo not drawn)	118%[activator]	15%	-8%	11%	-4%	-1%	27%	-21%	-6%
S=c1[nH]nc(Nc2cccc(Cl)c2)s1	-1%	1.4µM*	-15%	5%	4%	-31%	4%	-6%	-11%
Cc1cccc2[nH]c3c(N4CCC5(CC4)OCCO5)ncnc3c12	7%	15%[59 µM]	-9%	-9%	-1%	-6%	7%	-19%	-6%
COc1ccc(CNc2nc(-c3ccco3)nn2S(=O)(=O)c2ccc3ccccc3c2)cc1OC	3%	?	-11%	nt	-4%	?	-9%	-18%	-9%
N#CC1=C(S)N(c2ccccc2)C(c2ccco2)NC1=O (stereo not drawn)	90%[activator]	28µM*	-8%	3%	-1%	?	1%	-17%	-5%
O=C(CN1C(=O)c2cccnc2Oc2ccc(Cl)cc21)NC1CCCCCC1	27%	4%	-13%	-16%	-5%	?	16%	-13%	-5%
CCc1ccccc1NC(=O)CSc1nnc(-c2ccccc2)c(-c2ccccc2)n1	16%	-39%[59 µM]	-7%	nt	-5%	-21%	3%	-25%	-5%[60.1 µM]
CN(CC(=O)O)S(=O)(=O)/C=C/c1ccccc1	-13%	-39%	-4%	-1%	3%	-19%	11%	-11%	-10%
CC(C)C[C@H](NC(=O)[C@H](CCCCN)NC(=O)[C@H](CCC(N)=O)NC(=O)[C@H](Cc1cnc[nH]1)NC(=O)[C@H](Cc1cnc[nH]1)NC(=O)[C@@H](N)C(C)C)C(=O)N[C@H](C(=O)N[C@@H](Cc1ccccc1)C(=O)N[C@@H](Cc1ccccc1)C(=O)N[C@@H](C)C(=O)N[C@@H](CCC(=O)O)C(=O)N[C@@H](CC(=O)O)C(=O)N[C@H](C(=O)NCC(=O)N[C@@H](CO)C(=O)N[C@@H](CC(N)=O)C(=O)N[C@@H](CCCCN)C(=O)O)C(C)C)C(C)C	nt	nt	-2%	1%	-3%	nt	nt	nt	19%[60.1 µM]
CCN(C(=O)Cn1c(=O)oc2cc(Cl)ccc21)c1cccc(C(F)(F)F)c1	18%	2%[59 µM]	3%	nt	-2%	12%	17%	-8%	2%
CC(C)CCNC(=O)c1ccc2c(c1)NC(=O)C(CS(=O)(=O)Cc1ccc(F)cc1)N2 (stereo not drawn)	26%	?	-6%	nt	-11%	10%[57.1 µM]	3%	?	4%
CCC1CN(C(=O)N2CCC(C(=O)N3CCN(c4cccc(C)c4C)CC3)CC2)c2ccccc2O1 (stereo not drawn)	30%	-9%[59 µM]	?	nt	-7%	-26%	0%	-14%	0%
SMILES	POLI inh	G9a block	Apoferritin bind	APE1 inh	BLM inh	BAZ2B inh	POLB inh	Pol eta inh	POLK inh
COc1ccc(N2CCN(C(=O)c3c(C)nn(-c4ccc(F)cc4)c3-n3cccc3)CC2)cc1	33%[activator]	?	-5%	nt	-3%	-24%	-16%	-22%	-7%
O=S(=O)(NCc1ccccc1)c1ccc(Br)s1	-17%	13%[59 µM]	?	3%	-8%	4%	-1%	-10%	-9%
O=C(CCS(=O)(=O)c1cccs1)Nc1ccc(C(=O)Nc2ccccc2F)cc1	42%[activator]	-47%[59 µM]	-13%	nt	-10%	0%	13%	-2%	-23%
CN(C)NC(=O)c1ccsc1NC(=O)c1ccc(S(=O)(=O)N2CCCC2)cc1	2%	nt	-7%	21%	-1%	?	27%	-18%	-12%
CC(C)(C)c1ccc(-c2nc(N)nc(N)n2)cc1	-9%	nt	-9%	11%	1%	1%	8%	-10%	-19%
O=C(CSc1ncccc1C(=O)Oc1ccccc1Cl)Nc1ccccc1Cl	1%	-5%[59 µM]	-17%	nt	-11%	22%	0%	-8%	-16%
CCCOc1ccc(/C=N\NC(=O)CCc2n[nH]c(=O)[nH]c2=O)cc1OC	-17%	1%	0%	5%	2%	-14%	0%	-14%	2%
COc1ccc(NS(=O)(=O)c2cccc(C(=O)NCCCn3ccnc3)c2)cc1	15%	0%	nt	-14%	nt	-11%	nt	-8%	-8%
CCc1cc(-c2nnc(SCC(=O)NC3CC3)n2C)cs1	51%[activator]	88%[activator]	-1%	15%	-1%	-3%	28%	-11%	-1%
COc1cc(OC)c2ccc(=O)oc2c1C(CCN1CCCCC1)c1ccc(N(C)C)cc1 (stereo not drawn)	-16%&22%	?	-4%&1%	-3%&-2%	-2%&6%	40µM*	-1%	-9%	-17%&12%
COc1ccc(-c2onc(C)c2C)cc1S(=O)(=O)NCCc1ccco1	9%	?	-11%	-7%	-5%	50µM*	0%	-11%	-11%
CCc1ccc(NC2=NCC(c3ccccc3)S2)cc1 (stereo not drawn)	19%	6%	-22%	2%	-14%	-5%	3%	-27%	-1%
Brc1ccc(-c2cnc(-c3cccs3)o2)cc1	2%	?	116%[activator]	-3%	-5%	-33%	28%	2%	-7%
COc1cc(Cl)ccc1OCc1cc(C(=O)N2CCCC(OC)C2)no1 (stereo not drawn)	20%	?	?	25%	-1%	-9%	-14%	-16%	-5%
CCC(C)Nc1nc(OCC(F)(F)F)nc(OCC(F)(F)F)n1 (stereo not drawn)	12%	nt	-21%	14%	-3%	11%	25%	-4%	-5%
CCCCCC1CC(/C(C)=N/NC(N)=O)OC1=O (stereo not drawn)	5%	4%	-7%	5%	-6%	10%	9%	-14%	-4%
Cc1ccc2c(c1)cc(CN(Cc1ccco1)C(=O)COc1ccccc1)c1nnnn12	-1%	?	3%	-1%	-1%	8%	1%	-4%	-8%
Cc1cc2nc(N3CCN(C(=O)c4cccs4)CC3)sc2cc1C	39%[activator]	-8%	nt	13%	nt	14%	nt	-16%	-3%
CCCCCC(=O)NNC(=O)Cc1ccc([N+](=O)[O-])cc1	71%[activator]	-40%	-2%	-16%	-1%	7%	-12%	-14%	-6%
COc1ccc(-c2cc(C(=O)Nc3ccc(C)cc3)no2)cc1	14%	-4%[59 µM]	-6%	4%	-7%	2%	45%	-17%	-3%
COc1ccc(S(=O)(=O)N2CCCC2)c2ccccc12	4%	nt	1%	11%	0%	45%[activator]	1%	-9%	-17%
COc1ccc(C(C(=O)NC2CCCCC2)N(C(=O)c2snc(C(N)=O)c2N)c2ccc(OC)cc2OC)cc1 (stereo not drawn)	11%	20%[59 µM]	-13%	8%[12.4 µM]	-6%	6%	3%	-5%	2%
O=C(NCc1ccncc1)C(=O)NCC(c1ccccc1)c1ccccc1	nt	1%[59 µM]	-2%	-4%	-2%	-6%	-18%	nt	nt
CCCn1cc(SCC(=O)NCc2ccco2)c2ccccc21	6%	40µM*	-11%	-4%	-1%	?	-9%	-14%	6%
O=C(CSc1nnc(Cn2cnc3ccccc32)o1)Nc1cccc2ccccc12	7%	nt	-10%	-3%	-3%	-2%	7%	-14%	2%
O=C(CCN1CCOCC1)NNC(=O)c1ccc([N+](=O)[O-])cc1[N+](=O)[O-]	1%	nt	nt	15%	nt	nt	nt	-5%	-18%
Cc1ccc(OCCOc2ccc(Br)cc2/C=N\NC(N)=O)cc1	23%	nt	-3%	1%	2%	2%	-6%	-14%	8%

Sorted by length of the SMILES (lowest first): part of the list above.
SMILES	POLI inh	G9a block	Apoferritin bind	APE1 inh	BLM inh	BAZ2B inh	POLB inh	Pol eta inh	POLK inh
O=C(CN1C(=O)c2cccnc2Oc2ccc(Cl)cc21)NC1CCCCCC1	27%	4%	-13%	-16%	-5%	?	16%	-13%	-5%
O=C(CCS(=O)(=O)c1cccs1)Nc1ccc(C(=O)Nc2ccccc2F)cc1	42%[activator]	-47%[59 µM]	-13%	nt	-10%	0%	13%	-2%	-23%
COc1ccc(N2CCN(C(=O)c3c(C)nn(-c4ccc(F)cc4)c3-n3cccc3)CC2)cc1	33%[activator]	?	-5%	nt	-3%	-24%	-16%	-22%	-7%
CCC1CN(C(=O)N2CCC(C(=O)N3CCN(c4cccc(C)c4C)CC3)CC2)c2ccccc2O1 (stereo not drawn)	30%	-9%[59 µM]	?	nt	-7%	-26%	0%	-14%	0%
